GRK2 inh: compounds blocking aptamer binding on GRK2 – biochemical, human GRK2, bead flow cytometry, HTS, primary screen; FAM-aptamer displacement from GRK2; inhibition of aptamer binding, % at 10 µM; 0.59% of 330,000 active; AID 488847, 2010;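 active means inhibition of aptamer binding above 40%, roughly 3 SD of noise, on plates passing a quality check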;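 further: median bead fluorescence of bound FAM aptamer so fluorescent compounds give negative values; no value below 0 was filed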
Target sequence (P25098 whole entry, looked up): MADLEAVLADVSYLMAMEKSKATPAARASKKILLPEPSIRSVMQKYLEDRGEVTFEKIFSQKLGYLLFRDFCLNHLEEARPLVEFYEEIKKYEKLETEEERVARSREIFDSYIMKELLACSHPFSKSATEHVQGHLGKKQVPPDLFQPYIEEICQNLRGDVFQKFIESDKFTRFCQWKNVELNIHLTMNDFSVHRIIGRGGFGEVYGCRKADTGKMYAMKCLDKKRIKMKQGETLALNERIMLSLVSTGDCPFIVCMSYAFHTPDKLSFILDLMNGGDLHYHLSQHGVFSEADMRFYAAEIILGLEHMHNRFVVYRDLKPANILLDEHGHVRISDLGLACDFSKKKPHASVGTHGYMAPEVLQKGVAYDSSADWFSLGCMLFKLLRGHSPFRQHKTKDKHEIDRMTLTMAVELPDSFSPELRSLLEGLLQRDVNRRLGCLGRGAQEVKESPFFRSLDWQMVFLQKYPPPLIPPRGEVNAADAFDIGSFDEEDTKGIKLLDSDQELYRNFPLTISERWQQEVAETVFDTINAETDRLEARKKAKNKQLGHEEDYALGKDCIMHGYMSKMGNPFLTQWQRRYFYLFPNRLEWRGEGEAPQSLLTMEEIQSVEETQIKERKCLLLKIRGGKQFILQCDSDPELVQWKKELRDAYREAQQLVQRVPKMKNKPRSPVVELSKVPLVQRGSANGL
GLD-1 RNA inh: GLD-1/TGE RNA complex disruptors, primary screen, biochemical, fluorescence polarization; Female germline-specific tumor suppressor gld-1 (Caenorhabditis elegans), Q17339; purified GLD-1 + fluorescein TGE RNA; inhibition, % at 5.96 µM; 0.44% of 320,000 active; AID 2280, 2010;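 active means percent inhibition above a per-plate cutoff, the plate mean of test compounds plus 3 SD, cut at about 30% in these data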;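 further: 0% = DMSO wells with GLD-1 and probe and 100% = wells lacking GLD-1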
Fam108B counter: mouse Fam108B serine hydrolase inhibitors, primary screen, counter-screen for RBBP9 inhibitor project, biochemical, fluorescence polarization; recombinant Fam108B, FP-Rh probe fluorescence polarization; inhibition, % at 9.51 µM; 0.33% of 300,000 active; AID 1947, 2009;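 active means inhibition above the screen mean inhibition plus 3 SD, computed separately per campaign, cut at about 18% in these data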;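 further: inhibitors lower polarization as less probe binds the enzyme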
MEX-5 binding: MEX-5 zinc finger RNA-binding disruptors – biochemical, C. elegans, fluorescence polarization, MLPCN library, primary screen; Zinc finger protein mex-5 (Caenorhabditis elegans), Q9XUB2; MEX-5/FITC-TCR2 RNA binding; stronger effect = lower value; activity score (negative = inhibition of binding), % at 10 µM; 0.38% of 300,000 active;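 active means inhibition past about -25% in most replicates, and total fluorescence under double the plate's negative control median, limit read from the data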;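 further: 0% = DMSO and -100% = 5 µM competing unlabeled TCR2 RNA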
AGP1 TOR yeast: modulators of AGP1-GFP expression in yeast TOR pathway, primary screen, cell-based, multiplex flow cytometry, S. cerevisiae, MLPCN library | GFP response vs DMSO, % at 10 µM | 3 h; GFP as percent of DMSO wells | 0.02% of 320,000 active;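 active means GFP response relative to DMSO above a set limit, near screen average plus 3 SD, cut at about 150% in these data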;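 further: median GFP channel fluorescence of the gated AGP1 strain per well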
CIT2 TOR yeast: modulators of CIT2-GFP expression in yeast, primary screen, S. cerevisiae, GFP fusion, multiplex flow cytometry, MLPCN library; S. cerevisiae CIT2-GFP strain, 3 h; 100 means same as DMSO wells; GFP response vs DMSO, % at 10 µM; 0.065% of 320,000 active;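 active means GFP response relative to DMSO above a set limit, near the screen mean plus 3 SD, cut at about 150% in these data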;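 further: ratio of well median GFP fluorescence to mean of DMSO wells on the plate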
BCLXL inh: inhibitors of human Bcl-xL, primary screen, biochemical, fluorescence polarization, HTS; GST-Bcl-xL / FITC-Bim BH3 peptide fluorescence polarization; inhibition, % at 10.9 µM; Bcl-2-like protein 1 (Homo sapiens), Q07817; AID 2129, 2009; 0.7% of 320,000 active;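 active means inhibition above the mean of all tested compounds plus 3 SD, cutoff set per campaign, cut at about 30% in these data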;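 further: 0% = DMSO wells and 100% = unlabeled Bim-BH3 peptide competitor; inhibitors lower millipolarization by displacing the labeled peptide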
VLA-4 inh: inhibition in human VLA-4 binding assay, primary screen, VLA-4 allosteric modulator project, MLPCN library, flow cytometry, VLA-4 expressing cells; 0.2% of 330,000 active; AID 2557, 2010; Integrin alpha-4 (Homo sapiens), P13612; ligand binding flow cytometry; inhibition, % (about 7 µM as worked out from the volumes in the protocol); in the data active means inhibition above about 50%
MCL1 BIM primary: inhibitors of MCL1 binding to BIM-BH3, primary screen, biochemical, fluorescence polarization; 0.68% of 320,000 active; GST-MCL1 / FITC-Bim-BH3 fluorescence polarization; inhibition, % at 10.9 µM; AID 2057, 2009;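 active means inhibition above the mean inhibition of all tested compounds plus 3 SD, set per campaign, cut at about 40% in these data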;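 further: 0% = DMSO wells and 100% = unlabeled Bim-BH3 peptide control; higher means more loss of mP so more displacement of Bim peptide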
Target sequence (Q07820 whole entry, looked up): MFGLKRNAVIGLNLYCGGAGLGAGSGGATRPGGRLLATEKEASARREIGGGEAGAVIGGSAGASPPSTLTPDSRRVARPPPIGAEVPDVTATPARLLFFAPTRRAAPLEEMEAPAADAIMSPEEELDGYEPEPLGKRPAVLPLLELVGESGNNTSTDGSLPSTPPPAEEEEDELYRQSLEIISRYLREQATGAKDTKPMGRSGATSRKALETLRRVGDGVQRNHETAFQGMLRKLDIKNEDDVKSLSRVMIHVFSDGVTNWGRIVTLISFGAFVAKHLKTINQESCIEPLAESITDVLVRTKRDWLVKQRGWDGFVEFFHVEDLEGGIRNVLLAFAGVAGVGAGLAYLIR
Starred values were filed as active, the others as inactive; i = inactive; / = not tested or not shown; + = active, no number; [ ] = dose if it differs, or a comment.

SMILES	GRK2 inh	GLD-1 RNA inh	Fam108B counter	MEX-5 binding	AGP1 TOR yeast	CIT2 TOR yeast	BCLXL inh	VLA-4 inh	MCL1 BIM primary
COc1ccccc1CNc1ccc(CNc2ncn[nH]2)cc1	52*	3	2	1.4	108	104	12	11	7
CC1CCCC(C)N1CC(O)COc1ccc(Cl)cc1 (centres undefined)	0	1	2	-0.1	105	103	2	11	-2
NC(=O)NOCc1ncc(C(F)(F)F)cc1Cl	2	2	2	-3.2	110	103	6	6	7
COc1cccc2sc(N(CCCN(C)C)C(=O)C(c3ccccc3)c3ccccc3)nc12	0	-5	5	-1.8	101	102	-14	22	-20
O=C(NCc1ccccn1)c1ccc(CNS(=O)(=O)c2cccc(Cl)c2)cc1	3	10	1	-1.5	96	89	13	-4	15
Cc1ccccc1-c1nnc(CS(=O)(=O)c2ccccc2)o1	0	2	-3	0.2	86	87	-2	9	-1
Cn1c(C(=O)NCCCN2CCc3ccccc3C2)cc2c(=O)n(C)c3ccccc3c21	0	6	-5	1.3	107	93	5	-3	2
O=C(Cn1cnnn1)NCCc1ccc(Cl)cc1Cl	1	9	4	-0.2	98	103	-12	1	-15
Cc1ccc(OCC(=O)NC2CCS(=O)(=O)C2)cc1 (centres undefined)	2	-2	-5	0.9	105	102	-2	-5	-9
O=C(Oc1ccc2c(c1)OCO2)c1cccs1	0	-6	0	1.4	101	99	4	-3	-4
CCC(Cc1ccccc1)NC(=O)CCn1cccc1 (centres undefined)	2	-7	-1	-1.8	105	99	5	6	12
c1ccc(CCNCC2COc3ccccc3O2)cc1 (centres undefined)	2	9	6	1.4	102	106	2	28	5
COc1ccc(C2C(C(=O)NCc3ccccn3)CCC(=O)N2c2cc(OC)c(OC)c(OC)c2)cc1 (centres undefined)	0	-1	-2	-3.0	104	98	-5	6	0
Cc1cc(S(=O)(=O)/N=C(\N)c2ccc(C(N)=O)cc2)cc(C)c1F	0	-5	-4	0.7	99	101	3	-4	4
COc1ccccc1NS(=O)(=O)c1ccc(N2CCOCC2)c(N)c1	0	1	/	/	102	111	/	-1	/
O=C1C2C3C=CC(C3)C2C(=O)N1CNc1ccc(O)cc1 (centres undefined)	1	15	33*	-1.2	121	95	30*	16	34
O=C(O)c1[nH]c2ccccc2c1-c1ccccc1	0	1	1	-1.9	103	100	9	2	4
COc1cccc(C(C(=O)NC(C)(C)C)N(C(=O)CCC(=O)Nc2cc(C)on2)c2ccc3c(c2)OCCO3)c1OC (centres undefined)	3	2	3	1.1	105	102	3	3	2
CC1CCCN(CC(O)COCc2ccc3c(c2)OCO3)C1 (centres undefined)	0	-1	-3	-1.9	106	103	4	8	9
CC(=O)n1c(Cl)c(NC(=O)CCl)c2ccccc21	1	-4	4	1.0	104	100	6	4	10
COc1ccccc1CNC(=O)Cc1ccc(Br)cc1	0	4	-4	-0.5	96	88	-3	-1	-8
CCOC(=O)CCc1c(C)nc2cc(-c3ccc(F)cc3)[nH]n2c1=O	2	4	-1	5.2	97	100	2	14	-3
O=C1CCCN1CCCNc1ncnc2c1[nH]c1ccc(Cl)cc12	0	6	2	-1.1	100	98	2	6	2
CCOC(=O)N1CCc2c(sc3c2c(=O)n(Cc2ccccc2)c(=O)n3Cc2ccc(C)cc2)C1	2	5	0	0.8	100	102	6	-19	6
O=C(CN1CCN(Cc2ccccc2F)C1=O)NCc1cccnc1	1	6	2	-1.2	99	100	5	30	14
The list goes on.
SMILES	GRK2 inh	GLD-1 RNA inh	Fam108B counter	MEX-5 binding	AGP1 TOR yeast	CIT2 TOR yeast	BCLXL inh	VLA-4 inh	MCL1 BIM primary
CCCCN(C)C(=O)c1cc2c(s1)-c1ccccc1S(=O)(=O)C2	5	3	0	0.4	100	90	-1	-7	5
O=C(CSc1nc2ccccc2c(=O)n1C1CC1)NCc1ccccc1	0	6	-1	2.8	109	102	4	12	-2
Nc1cccc(Oc2cnccn2)c1	0	-4	-3	1.0	101	107	4	1	4
Nn1c(SCC(=O)Nc2c(Cl)cccc2Cl)nncc1=O	1	2	3	4.0	103	108	-1	9	-5
CC(C)c1ccc(NC(=O)CN2CCN(C(=O)C3CCCO3)CC2)cc1 (centres undefined)	0	1	2	2.8	99	103	0	4	-1
CC(C)(C)NC(=O)NC(=O)CN1CCN(c2ccccc2O)CC1	2	-1	0	0.5	106	101	1	5	1
c1ccc(-n2cnc3cc(NCc4ccccn4)ccc32)cc1	0	5	2	-6.7	101	101	5	0	6
O=C(N/N=C/c1cccc([N+](=O)[O-])c1)c1c[nH]c2ccccc12	2	-3	4	0.9	106	95	8	-4	10
Cc1nn(-c2ccccc2)c(N2CCCCC2)c1/C=N/NC(=O)c1ccncc1	2	0	4	-0.3	89	92	2	5	2
Cn1c(CCN2CCCCC2)nc2cc(NS(=O)(=O)c3ccc(Cl)cc3)ccc21	0	1	-7	0.6	104	113	9	-10	2
COc1ccc(C2CC(=O)OC3=C2C(=O)CC(C)(C)C3)c(OC)c1 (centres undefined)	9	2	17	-0.6	95	107	8	-4	2
CCOc1ccc(CC(=O)N/N=C/c2sccc2C)cc1	0	/	/	0.2	76	82	/	2	/
NC(=O)COC(=O)c1ccccc1OCc1ccc(Cl)cc1	0	5	-4	4.0	92	91	-1	5	1
COc1ccc(-c2nnc(SCC(=O)N3CCCCC3)o2)cc1OC	0	-1	-1	-2.9	108	108	2	10	-2
CC(=O)c1cccc(CN2CCC(CO)(Cc3ccccc3)CC2)c1	3	6	-2	-1.3	93	104	4	7	3
COCCNc1nc(-c2cc(-c3ccc(Cl)cc3)on2)cc(C(C)C)n1	0	3	-12	1.5	98	88	8	21	3
Cc1ccccc1NC(=O)C1CCCN(S(=O)(=O)c2c(C)noc2C)C1 (centres undefined)	0	2	2	0.7	109	108	3	-5	5
COC(=O)CSc1nnc(CNS(=O)(=O)c2ccc(C)cc2)n1C	0	11	-3	1.3	103	98	-7	5	-5
CCOc1ccc(CN(C)CC(=O)NCc2ccccc2Cl)cc1	0	-4	1	-0.5	102	112	-1	0	-8
O=C(C1CC(=O)N(c2ccccc2F)C1)N1CCOCC1 (centres undefined)	3	7	/	/	102	95	/	-2	/
CCc1cc(C(=O)c2ccc(OC)cc2)c(NC(=O)CN2CCN(C)CC2)s1	3	4	3	1.8	86	89	0	21	-1
CC(=O)Nc1ccc(-c2nc3cc(Cl)ccc3o2)cc1	1	5	-5	-3.4	88	94	0	-34	-12
CC(C)Sc1ncc(S(=O)(=O)c2ccccc2)c(=O)[nH]1	2	-9	-3	1.5	99	91	6	8	5
O=C(NN1C(=O)C2C(C1=O)C1C=CC2C12CC2)c1ccc(Cl)cc1 (centres undefined)	1	4	-4	3.7	102	98	3	14	-2
CCOP1(=O)OCC2OC(n3cnc4c(N)ncnc43)C(O)C2O1 (centres undefined)	1	1	-2	0.6	100	101	2	-3	-4

Single values from above:
Under GRK2 inh, COCCNc1nc(-c2cc(-c3ccc(Cl)cc3)on2)cc(C(C)C)n1 shows 0
Under MEX-5 binding, O=C(O)c1[nH]c2ccccc2c1-c1ccccc1 shows -1.9

Remaining list, next part
SMILES	GRK2 inh	GLD-1 RNA inh	Fam108B counter	MEX-5 binding	AGP1 TOR yeast	CIT2 TOR yeast	BCLXL inh	VLA-4 inh	MCL1 BIM primary
C/C(=N\S(=O)(=O)c1ccc(C)cc1)NC(=S)Nc1ccc(C)cc1	2	-1	2	-1.7	95	96	7	-9	0
COc1ccc(C(=NN)c2ccc(OC)cc2)cc1	1	1	0	1.2	97	88	5	3	-4
CCNC(=O)C1CC(=O)N(CCCc2ccccc2)C(=Nc2ccccc2)S1 (centres undefined)	0	2	3	-1.7	113	101	3	1	-7
Cc1ccc(OCC(=O)NNC(=O)c2ccc(-n3cncn3)c([N+](=O)[O-])c2)cc1	2	4	4	-6.4	112	104	4	10	-2
CN(CC(=O)N1CCN(c2ccccc2)CC1)C1CCCc2ccccc21 (centres undefined)	0	-6	1	-0.7	98	104	7	1	2
CC1CN(CCc2ccccc2)c2nc3c(c(=O)n(CC(N)=O)c(=O)n3C)n2C1 (centres undefined)	1	7	7	3.1	103	111	3	-4	2
CC(CCCC(C)(C)O)NC(=O)c1ccc2oc(CCc3ccccc3)nc2c1 (centres undefined)	1	6	-1	-2.8	98	97	2	3	-3
CCCCn1c(N)c(N(C(=O)CSc2nnnn2-c2ccccc2)C2CCCC2)c(=O)[nH]c1=O	0	0	/	/	100	95	1	3	3
Cc1ccc(C)c(S(=O)(=O)N2CCN(C(=O)c3cccnc3)CC2)c1	3	3	1	3.5	99	100	6	7	5
N#C/C(=C\c1ccc(OCc2ccc(C(=O)O)cc2)cc1)C(=O)NCc1ccccc1	2	11	-2	2.7	108	106	1	6	-15
CC(=O)N1CCN(S(=O)(=O)c2cccc(C(=O)NNC(=O)COc3ccc(F)cc3)c2)CC1	4	4	/	/	102	93	0	8	-3
Cc1cc(Cl)ccc1NC(=S)NC(C)(C)C	0	1	1	-0.7	93	92	2	0	9
CCCN1C(=O)c2ccccc2NC1c1ccc(OC)cc1OC (centres undefined)	3	6	-3	1.3	102	99	2	1	-1
O=c1[nH]c(SCc2cccc(Cl)c2)nc2ccccc12	0	2	8	1.1	109	109	6	15	4
Cc1ccc(C(=O)CSc2ccc(-c3cccnc3)nn2)cc1	9	-1	0	-0.7	101	95	-6	3	-3
COc1ccc(N2CCN(C(=O)NC(=O)c3ccc(Cl)cc3)CC2)cc1	0	0	1	1.4	108	116	3	-10	6
Cc1cc(C)cc(NC(=S)NCc2cccs2)c1	0	5	-5	2.0	105	107	-5	5	-6
CCOC(=O)c1c(N2C(=O)Nc3ccccc3N2O)n[nH]c1-c1cccc(Cl)c1	0	0	-1	-1.2	100	103	3	-1	-3
COCCCNC(=O)CSC1=Nc2ccccc2C2=NC(c3ccccc3)C(=O)N12 (centres undefined)	5	7	-2	0.4	105	94	2	-8	11
Cn1ccc(NC(=O)c2ccc(Cl)cc2)n1	0	-5	/	/	+[may fluoresce green]	+[may fluoresce green]	6	i	8
COc1cccc(NC(=O)c2cccc(S(=O)(=O)N3CCN(Cc4ccccc4)CC3)c2)c1	0	4	-33	-2.5	96	98	2	10	0
Cc1ccc2c(=O)n3c(nc2c1)C(Cc1ccc(O)cc1)NC(=O)c1ccc(Cl)cc1-3 (centres undefined)	3	6	/	/	104	95	/	-7	/
CCOC(=O)c1cc(CNC(=O)c2c(C)oc3c2CCCC3)c(C)o1	0	8	-1	3.5	104	107	2	-1	-3
COc1ccc(-c2cc(=O)oc3cc(OCC(=O)NCC4CCC(C(=O)O)CC4)ccc23)cc1 (centres undefined)	3	2	0	3.5	109	101	6	-10	2

Already shown: an excerpt of the list.
SMILES	GRK2 inh	GLD-1 RNA inh	Fam108B counter	MEX-5 binding	AGP1 TOR yeast	CIT2 TOR yeast	BCLXL inh	VLA-4 inh	MCL1 BIM primary
C/C(=N\S(=O)(=O)c1ccc(C)cc1)NC(=S)Nc1ccc(C)cc1	2	-1	2	-1.7	95	96	7	-9	0
COc1ccc(C(=NN)c2ccc(OC)cc2)cc1	1	1	0	1.2	97	88	5	3	-4

Source: PubChem

Hits appear at their usual frequency; 2.2% or so of the library scored in one or more.
